M17LAP inhibition = P. falciparum M17LAP inhibitors, primary screen, biochemical, fluorogenic H-Leu-NHMec substrate, 1536-well (AID 1619); recombinant M17LAP, H-Leu-NHMec fluorogenic kinetic assay; higher % means a stronger effect; inhibition, % at 30 µM; hits with a dose series show IC50 in µM; hit rate 0.38% among 220,000;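 active means compound inhibiting the enzyme by more than half at any dose during confirmatory dose-response retesting; inconclusive means strong single-dose inhibitors picked by rank but not retested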;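 further: plate controls were full reaction with DMSO carrier for no effect and no enzyme background for full effect; strong numbers were not always called active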
Salmonella PhoP GFP = inhibitors of PhoP regulon expression, primary screen, Salmonella Typhimurium, GFP reporter (AID 1863) | S. Typhimurium PhoP-regulated promoter GFP reporter, 4 h; higher % means a stronger effect | hit rate 0.16% among 300,000 | inhibition, % at 50 µM, or IC50 in µM where a hit was titrated;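 active means inhibition over 29.93%, a cutoff 3 SD above the screen mean, later confirmed by dose response; inconclusive means inhibition over 29.93% but no dose response follow-up; inactive means inhibition at most 29.93% or unconfirmed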;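 further: 0% = low Mg2+ inducing control and 100% = high Mg2+ repressing control; strong numbers were not always called active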
XIAP displacement = small molecules displacing peptide from XIAP – biochemical, IAP family, fluorescence polarization (AID 1018). XIAP BIR domain, fluorescence polarization peptide displacement; higher % means a stronger effect. displacement, % at 20 µM; hits with a dose series show IC50 in µM. hit rate 0.007% among 200,000; in the data active means displacement above about 50%; further: a part of the inactive calls stands beside numbers as strong as those of hits
M1AAP inhibition = malaria alanyl aminopeptidase activity blockers – biochemical, fluorogenic H-Leu-NHMec substrate, 1536-well (AID 1445); recombinant M1AAP, H-Leu-NHMec fluorogenic kinetic assay; higher % means a stronger effect; inhibition, % at 30 µM, or IC50 in µM where a hit was titrated; hit rate 0.42% among 220,000;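 active means primary inhibition above the hit cutoff, then over 50% inhibition at one or more dose response concentrations, cut at about 23% in these data, passing the limit was not always enough; inconclusive means conflicting primary data, or primary hits not chosen for dose response; inactive means low primary inhibition, or under 50% at every dose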;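 further: plate controls were DMSO full reaction for no effect and no enzyme background for full effect; strong numbers were not always called active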
PMI inhibition = MPI inhibition at elevated mannose 6-phosphate – biochemical, fluorescence intensity, high mannose 6-phosphate, primary screen (AID 1220) | recombinant PMI enzyme, coupled fluorescence intensity; higher % means a stronger effect | inhibition, % at 20 µM, or IC50 in µM where a hit was titrated | hit rate 0.66% among 190,000; in the data active means inhibition above about 50%
ER stress rescue = protection against thapsigargin-triggered cell killing – 384-well, CSM14.1, ATP luminescence, primary screen (AID 1222); CSM14.1 thapsigargin-induced death rescue, ATP luminescence; higher % means a stronger effect; cellular ATP content (survival), % at 20 µM, or EC50 in µM where a hit was titrated; 190,000 tested, under 10 active;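 active means EC50 below 50 µM in the dose-response confirmation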;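 further: death triggered by thapsigargin at about 15 µM added after 2 h compound pretreatment; cell ATP read after overnight thapsigargin exposure of roughly 18 to 22 hours; normalized against plate controls of thapsigargin alone and 5% DMSO vehicle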
Siah-1 displacement = Siah-1 peptide-binding antagonists, primary screen, biochemical, fluorescence polarization, rhodamine-plectin, uHTS (AID 1817); displacement, % at 20 µM; hits with a dose series show IC50 in µM; hit rate 0.02% among 290,000; Siah-1 / rhodamine-plectin peptide fluorescence polarization; higher % means a stronger effect;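 active means displacement of at least 50% at 20 µM, with a fluorescence ratio check between 0.3 and a set limit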;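 further: plate controls were Siah plus tracer with DMSO for no effect and tracer alone without Siah for full effect; strong numbers were not always called active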
West Nile virus CPE = West Nile virus antiviral activity, cell-based, CPE readout (AID 1621) | West Nile virus-infected cells, CPE inhibition; higher % means a stronger effect | one-dose CPE inhibition, % at 10 µM; IC50 in µM for titrated hits | hit rate 0.02% among 290,000; in the data active means a potency from the dose series; inconclusive means CPE inhibition mostly from about 3.7% at the one dose, without a potency; inactive means the rest, 99 in 100 with CPE inhibition below about 2.2%; further: strong numbers were not always called active
Yfh1-off respiration = mitochondrial function rescue without frataxin homolog – Friedreich's ataxia, plus single-dose screen, dose response (AID 1465) | hit rate 0.074% among 220,000 | S. cerevisiae Yfh1-off respiration, WST-1 reduction, 72 h; higher fold induction means a stronger effect | fold induction at 50 µM; hits with a dose series show EC50 in µM;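 active means fold induction of absorbance versus untreated yeast above a set limit, then at least 30% activation at any dose in follow-up; inconclusive means repeats straddling the limit, or above it without dose testing; inactive means fold induction below the set limit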;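 further: activators that raise dye reduction in frataxin-depleted yeast; strong numbers were not always called active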
Numbers without * were called inactive; i = inactive; u = inconclusive; x = no result given; & = joins results of further samples.

Values run as follows: M17LAP inhibition, PMI inhibition, Salmonella PhoP GFP, XIAP displacement, ER stress rescue, West Nile virus CPE, Yfh1-off respiration, Siah-1 displacement, M1AAP inhibition
#1 COc1cc(NC(=O)C/C(C)=N/NC(=O)C(=O)NC2CCCCC2)c(OC)cc1Cl
 : 2%, -6%, -3%, -3.3%, x, -0.5%, i, 7%, -1%
#2 CN(C)C=NC(=O)c1ccc(N2CCN(c3ncc(C(F)(F)F)cc3Cl)CC2)cc1
 : 6%, 9%, 7%, -4.8%, 1.4%, 0.6%, i, 2%, 8%
#3 O=C(NCc1ccco1)c1cc(S(=O)(=O)N2CCOCC2)ccc1Cl
 : -3%, -4%, 5%, -7.0%, -0.1%, -0.2%, i, -5%, 11%
#4 O=C(CN1C(=O)C2C3CC(C(Br)C3Br)C2C1=O)OCC(=O)c1cccc([N+](=O)[O-])c1 (stereo unspecified)
 : -2%, 8%, -2%, -3.8%, -0.4%, 0.2%, i, 0%, 3%
#5 CCNC(=O)C1CC(=O)OC12CCCCC2 (stereo unspecified)
 : 2%, 10%, 14%, -4.1%, 0.5%, 0.2%, i, 0%, -1%
#6 Cc1ccc(CN2CCN(Cc3cn(C(C)C)c4ccccc34)CC2CCO)o1 (stereo unspecified)
 : x, 1%, x, -11%, -1.3%, -0.9%, i, -3%, x
#7 Cc1ccc(-n2cc(S(=O)(=O)c3ccc(C)cc3)[nH]c2=O)cc1
 : 2%, 0%, 2%, 44%, -0.7%, -0.2%, i, 4%, 4%
#8 NC(=O)C1CCCN(S(=O)(=O)c2ccc(Br)cc2)C1 (stereo unspecified)
 : 6%, -5%, -3%, -4.5%, -4.6%, 0.4%, i, -4%, 10%
#9 Cc1cc(=S)c2ccccc2[nH]1
 : 4%, x, -5%, x, x, 1.1%, i, 0%, 2%
#10 CN(C)c1ccc(/C=C/C(=O)c2ccc(O)cc2)cc1[N+](=O)[O-]
 : 5%, x, -1%, x, x, u, i, 7%, 7%
#11 Cc1nnc(SCC(=O)N2c3ccccc3C(C)(c3ccccc3)CC2(C)C)s1 (stereo unspecified)
 : -3%, 2%, -10%, -4.6%, -1.4%, -1.6%, i, -2%, 5%
#12 CC(=O)N1c2ccccc2C(CBr)=CC1(C)C
 : -4%, x, 1%, x, x, 0.2%, i, -1%, 1%
#13 CC(Oc1ccc(Cl)cc1)C(=O)NCCN1C(=O)S/C(=C\c2cccnc2)C1=O (stereo unspecified)
 : 8%, -5%, 10%, -9.3%, -0.7%, -0.4%, i, -1%, 9%
#14 O=c1c2c3c(sc2ncn1-n1cccc1)CCCCC3
 : -10%, 0%, 2%, -4.0%, 2.4%, -1.1%, i, -6%, -2%
#15 Cc1nnc(NC2=NCCCCC2)o1
 : 4%, 6%, -7%, -10%, -2.5%, 0.8%, i, 0%, 8%
#16 CC(=O)Nc1ccc(NC(=O)C2CCN(c3c(Cc4ccccc4)c(C)nc4ncnn34)CC2)cc1
 : 5%, x, -8%, x, x, -0.1%, i, x, 12%
#17 CC(C)c1cc(C(=O)N/N=C/c2cccnc2)n[nH]1
 : 14%, 12%, -1%, -11%, -1.5%, -0.2%, i, 0%, 3%
#18 CC(=O)c1ccc(N2CCN(C(=S)Nc3ccc(Cl)c(Cl)c3)CC2)cc1
 : 3%, 12%, 2%, -10%, -0.4%, -0.4%, i, -10%, 2%
#19 CCOC(=O)N1CCN(c2ccc(Cl)cc2)CC1
 : -8%, 4%, -5%, -2.5%, 1.2%, -0.9%, i, -1%, 6%
#20 CCOC(=O)NC(=O)/C(N=Nc1cc(C)cc(C)c1)=C(\C)O
 : 0%, -4%, 2%, -3.1%, 0.2%, -0.9%, i, -1%, 2%
#21 CC(C)OC(=O)c1c(NC(=O)c2ccco2)sc2c1CCCCC2
 : -3%, 10%, 18%, -5.3%, -4.7%, -0.5%, i, -1%, 3%
#22 CC1(C)CC(=O)C2=C(C1)NCN(CCCN1CCOCC1)C2
 : x, 5%, x, -9.5%, 0.0%, -0.2%, i, -1%, x
#23 CC(C(=O)Nc1ccccc1F)N1C(=O)c2ccccc2C1=O (stereo unspecified)
 : 7%, 6%, 0%, -2.7%, 0.0%, 0.2%, i, 2%, -4%
#24 O=c1c2c(nc3nc(NCc4cccc(Cl)c4)[nH]n13)CCC2
 : -3%, -8%, 0%, -4.0%, -1.5%, 1.6%, i, 1%, 10%
#25 CN(Cc1ccccc1)C(=O)CN(C1CCCCC1)S(C)(=O)=O
 : 3%, 5%, -1%, -7.8%, -0.6%, 0.2%, i, 2%, 4%
#26 NNc1ccc(Cl)c(C(=O)O)c1
 : -3%, x, -12%, x, x, 0.4%, i, 5%, 4%
#27 C=CCn1c(=O)c(C(=O)OCC)c(O)c2ccccc21
 : 7%, 3%, -5%, -3.3%, -1.4%, 0.1%, i, 5%, 14%
#28 O=C(NC1=NCCS1)C12CC3CC(CC(C3)C1)C2
 : 15%, -8%, -9%, -3.0%, 2.0%, 0.3%, i, -2%, 12%
#29 COc1ccccc1C(=O)NCC(=O)NNc1ncnc(N)c1[N+](=O)[O-]
 : 0%, 12%, -9%, -7.8%, -1.2%, -0.1%, i, -1%, -10%
#30 C[N+](C)(C)CCN1C(=O)CSC1=O
 : 15%, x, -6%, x, x, 0.6%, i, -3%, 6%
#31 CN1CCN(C(=O)C2CC(c3c(F)cccc3Cl)=NO2)CC1 (stereo unspecified)
 : -15%, 8%, 6%, 0.6%, x, -0.7%, i, 12%, -3%
#32 N#C/C(=C\c1ccc(OCc2cccc(C(=O)O)c2)cc1)C(=O)NCc1ccco1
 : 36%, x, -3%, x, x, 1.7%, i, -7%, 13%
#33 Cc1cc(-c2ccccc2)n2nc(C)c(-c3ccccc3)c2n1
 : -5%, 7%, -8%, -2.4%, 1.1%, 0.1%, i, -5%, -5%
#34 O=C(CSc1nnc(-c2ccco2)n1Cc1ccccc1)NC(=O)NCc1ccco1
 : -3%, 7%, 5%, -2.3%, -2.9%, -0.6%, i, -2%, 3%
#35 O=C(Cc1ccccc1)N/N=C\c1ccc(Br)o1
 : 10%, 2%, 3%, -3.7%, -1.0%, u, i, -1%, -1%
#36 C=CCc1c(C)nc(SCC(N)=O)[nH]c1=O
 : 10%, -3%, 24%, -1.8%, 0.9%, 0.4%, i, 1%, -2%
#37 CC(=O)c1ccc(NC(=O)N2CCc3ccccc3C2)cc1
 : 7%, 2%, 1%, -3.8%, x, 0.1%, i, 6%, 6%
#38 COc1cc(NC(=O)c2cc(OC)c(OC)c(OC)c2)c(OC)cc1NC(=O)CN1CCCCC1
 : 3%, 4%, -10%, -0.5%, x, 0.3%, i, 1%, 5%
#39 Cc1ccc(-c2cc(C(=O)N/N=C/c3ccco3)[nH]n2)cc1
 : 3%, 5%, -6%, -0.4%, -2.1%, x, x, -1%, 13%
#40 CN(CC(=O)O)S(=O)(=O)/C=C/c1ccccc1
 : -1%, -2%, 3%, -1.6%, 0.9%, 0.5%, i, 2%, 3%
#41 O=C(N/N=C/c1c(Cl)nc2ccccn2c1=O)c1cccnc1
 : 4%, x, 15%, x, x, 0.0%, i, -1%, 7%
#42 O=C1CCc2ccc(OCCCCN3CCN(c4cccc(Cl)c4Cl)CC3)cc2N1
 : -4%, 2%, -4%&-9%, -8.6%, -3.9%, -0.2%, i, -2%, 1%
#43 CCC(C)Sc1nc2c(c(=O)[nH]c(=O)n2C)n1Cc1ccccc1Cl (stereo unspecified)
 : x, 8%, x, -0.1%, -3.4%, 0.0%, i, -3%, x
#44 O=C(CSc1ccc2nnc(-c3ccccn3)n2n1)N1CCN(c2ccccc2)CC1
 : 10%, 4%, 1%, -3.8%, 0.3%, 0.1%, i, -2%, 17%
#45 CCC(=O)Oc1ccc2c(c1)O/C(=C\c1ccco1)C2=O
 : 13%, x, -47%, x, x, 0.4%, i, -6%, 15%
#46 O=C1CC(NCCN2CCOCC2)C(=O)N1Cc1ccc(N2CCCC2=O)cc1 (stereo unspecified)
 : -9%, -8%, 0%, -5.5%, 1.4%, 0.3%, i, 1%, 0%
#47 O=c1[nH]nc(CNc2ccc(C(F)(F)F)cc2)c2ccccc12
 : -7%, 5%, 8%, -4.7%, x, -1.2%, i, 11%, 0%
#48 CCOC(=O)c1oc2ccc3c(c2c1C)C(=O)CC1(CCN(C(=O)OCC)CC1)O3
 : -10%, 14%, -4%, -8.4%, x, 0.2%, i, 4%, 13%
#49 COc1ccc(OC)c(C2C(C(=O)Nc3ccccc3OC)=C(C)Nc3nc(CCCO)nn32)c1 (stereo unspecified)
 : -11%, 10%, -11%, -4.7%, -0.1%, 1.1%, i, 1%, 4%
#50 Cc1ccc([N+](=O)[O-])cc1NC(=S)NC(=O)c1cccnc1
 : 0%, 3%, 4%, -5.0%, 3.1%, 0.2%, i, 12%, 13%
#51 CC(C)(C)OC(=O)NCCC(=O)N/N=C/c1cccc2cccnc12
 : 6%, x, -10%, x, x, -1.0%, i, -8%, -5%
#52 CCN(c1ccc(NC(=O)COC(=O)CCc2nc3ccccc3n2-c2ccccc2)cc1)C(C)C
 : -5%, 12%, -9%, -6.1%, 4.5%, -0.7%, i, 8%, 3%
#53 CCSC1=N/C(=C\c2cccc(F)c2)C(=O)S1
 : 22%, -2%, -2%, 2.7%, 2.4%, 1.0%, i, -2%, -8%
#54 N#Cc1ccccc1Cn1cc(C#N)c2ccccc21
 : -7%, -10%, 2%, -2.6%, -1.4%, -0.4%, i, 8%, 2%
#55 COc1ccccc1-c1cc(C(=O)NCc2ccc(F)cc2)no1
 : 10%, 8%, -4%, -2.7%, -0.4%, -0.6%, i, -2%, 7%
#56 Cc1ccc(OCC(=O)N2CCN(C(=O)c3ccc([N+](=O)[O-])cc3)CC2)cc1
 : x, x, x, -2.7%, -0.4%, -0.2%, i, -3%, x
#57 NC(=O)c1ccsc1NC(=O)COC(=O)c1ccccc1NCc1ccco1
 : 8%, 11%, -10%, -4.2%, -1.0%, 0.3%, i, -7%, 10%
#58 CCCCc1c(C)c2cc(C)ccc2[nH]c1=O
 : 3%, 1%, 9%, 0.2%, -0.5%, -0.6%, i, 2%, -1%
#59 Cc1sc2nc(SCC(=O)N3CCCC3)[nH]c(=O)c2c1C
 : 4%, 13%, -10%, -11%, x, -0.1%, i, -1%, 15%
#60 COC(=O)C1C(=O)C2=C(CC1C)NC(C)=C(C(=O)OC(C)C)C2c1ccc(OC)c(O)c1 (stereo unspecified)
 : 10%, 3%, -9%, -4.3%, -1.2%, -0.5%, i, 4%, 4%

Assay outcomes: PubChem, several laboratories
